# GSK3beta inhib: human GSK3beta kinase inhibitors, primary screen, biochemical, cell-free homogeneous, HTS; Glycogen synthase kinase-3 beta (Homo sapiens), P49841; GST-GSK3beta kinase, ADP-Glo luminescence, 60 min; hits give low values; activity score (negative = inhibition), % at 10 µM; 300,000 compounds, 0.038% hits;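 active = more than half of replicate wells score below -50%, meaning over 50% inhibition versus plate controls; inconclusive = some replicates but at most half score below -50%; inactive = no replicate scores below -50%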;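 note: 0% = median DMSO wells and -100% = median GW8510 positive control wells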
# Target sequence (P49841 whole entry, looked up): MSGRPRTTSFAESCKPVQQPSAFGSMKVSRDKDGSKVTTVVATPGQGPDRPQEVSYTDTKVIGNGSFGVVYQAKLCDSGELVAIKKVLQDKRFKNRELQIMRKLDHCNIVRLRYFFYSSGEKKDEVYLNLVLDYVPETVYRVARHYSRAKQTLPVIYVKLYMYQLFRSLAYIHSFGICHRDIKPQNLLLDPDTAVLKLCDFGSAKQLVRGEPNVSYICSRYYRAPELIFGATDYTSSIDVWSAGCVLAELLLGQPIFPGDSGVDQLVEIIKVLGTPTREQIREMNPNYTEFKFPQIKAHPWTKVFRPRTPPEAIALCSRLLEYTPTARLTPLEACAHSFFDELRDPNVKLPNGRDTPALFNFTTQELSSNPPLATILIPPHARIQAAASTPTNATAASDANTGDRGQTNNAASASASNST
#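 Assay system: GST-tagged human GSK3beta kinase, cell-free; Input: 1.6 ng GSK3beta; Medium: Tris/MgCl2 kinase buffer; Timing: 60 min enzyme reaction, room temperature; Signal: ADP-Glo luminescence quantifying ADP generated by kinase; Evaluation: score relative to plate controls; Benchmarks: DMSO neutral wells and GW8510 at 20 µM as positive.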
# PolyA inh: polyadenylation inhibitors in yeast reporter cells, primary screen, luminescence, S. cerevisiae; 300,000 compounds, 0.02% hits; calls only at 12 µM; S. cerevisiae SKY197-pL101 polyadenylation reporter, beta-gal luminescence; efflux-impaired pdr1/pdr3 knockout yeast; score 100 = 6 SD above DMSO;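 active = lowest replicate activity score at least 50, where 100 means six control SD above control mean; inconclusive = lowest score under 50 but half or more replicates reach 50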;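 note: yeast exposed to compound for 9 h at 30 °C; higher score means more reporter readthrough which indicates perturbed polyadenylation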
# HSF1 inhib: HSF1 inhibitors in luciferase reporter cells, primary screen, cell-based, NIH3T3, luminescence | NIH3T3-HGL HSE-luciferase, MG132-induced, luminescence 8 h; hits give low values | activity change, negative = inhibition, % at 7.5 µM (by protocol) | 300,000 compounds, 0.77% hits;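 active = more than half of replicate wells show activity change below -50%, luminescence cut by over half; inconclusive = some wells, but at most half, below -50%; inactive = no replicate well below -50%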;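 note: luciferase reports HSF-1 transcriptional activity via heat shock element; 0% = median of DMSO wells and -100% = zero luminescence signal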
# HSP90 inh: HSP90 inhibitors, primary screen, cell lysate, luminescence; Rabbit reticulocyte lysate, luciferase refolding luminescence, 3 h; inhibition, % at 5.6 µM; 290,000 compounds, 0.91% hits; Heat shock protein HSP 90 (rabbit reticulocyte lysate; luciferase refolding);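 active = inhibition above the screen-wide mean plus 3 SD, computed separately per campaign, cut at about 16% in these data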;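 note: 0% = DMSO wells and 100% = 60 µM geldanamycin wells; inhibitors lower the luminescence because luciferase stays unfolded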
# GSK3A inh: blockers of GSK3A enzyme activity – biochemical, luminescence, cell-free homogeneous, HTS, primary screen. GSK-3 alpha kinase, ADP-Glo luminescence, 60 min. inhibition, % at 10 µM. 320,000 compounds, 0.1% hits;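 in the data active = inhibition above about 50%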;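 note: GST-tagged GSK-3 alpha with peptide substrate and 25 µM ATP; 0% = DMSO neutral wells and 100% = GW8510 positive control wells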
# Dyrk1A ADPGlo: rat Dyrk1A kinase inhibitors, primary screen, biochemical, single point, plate reader; ADP-Glo luminescence, NFATc1 peptide; 310,000 compounds, 0.43% hits; Dual specificity tyrosine-phosphorylation-regulated kinase 1A (Rattus norvegicus), Q63470; inhibition, % at 12.5 µM; in the data active = inhibition above about 50%;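 note: plate controls were vehicle with enzyme for no effect and no enzyme for full effect; many of its hits are not listed in these tables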
# Platelet DG rel: inhibitors of platelet dense granule secretion, primary screen, cell-based, MLPCN, human platelets. human platelet-rich plasma, SFLLRN dense granule ATP release, luminescence. inhibition, %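 (compounds screened at 7.5 µM in platelet-rich plasma)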. 300,000 compounds, 0.22% hits;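 active = mean replicate score, as percent of positive control, at or above 50; inconclusive = mean below 50 but at least one replicate at or above 50; inactive = mean and every replicate below 50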
# HSF1 activator: HSF-1 activators, primary screen, NIH3T3-HGL cells, MG132 stress, luminescence, single point | NIH3T3-HGL HSF-1 luciferase reporter, 8 h; 100% = twice DMSO control signal | activation, % at 9 µM | 300,000 compounds, 1.7% hits | AID 504408, 2011;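 active = mean replicate activation of at least 50% with a set share of replicates each reaching 50%; inconclusive = only one of those two conditions met; inactive = mean below 50% and too few replicates reaching it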;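 note: 0% = median of the neutral control wells and 100% = twice that signal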
# AI-2 QS mod: Vibrio harveyi AI-2 quorum sensing modulators, primary screen, JMH597 strain, luminescence/OD600 ratio; Vibrio harveyi JMH597 AI-2 luminescence/OD600 ratio, 9 h; hits give low values; strain lacks LuxN and CqsS sensors; 0 = neutral-control median; activity change, % at 7.5 µM; 300,000 compounds, 0.4% hits; AID 2094, 2009; in the data active = activity change below about -75%, passing the limit was not always enough; inconclusive = no clear call, values can overlap the other calls;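 note: luminescence divided by OD600 gain over 9 h not by final OD600 alone; inactives centre near 13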
# HDAC3 inh: HDAC3 deacetylase inhibitors, primary screen, biochemical, fluorescence, cell-free homogeneous | recombinant HDAC3, fluorogenic peptide/trypsin coupled | inhibition, % at 8.3 µM | 320,000 compounds, 0.15% hits; in the data active = inhibition above about 26%, passing the limit was not always enough; inconclusive = no clear call, values can overlap the other calls
# Target sequence (O15379 whole entry, looked up): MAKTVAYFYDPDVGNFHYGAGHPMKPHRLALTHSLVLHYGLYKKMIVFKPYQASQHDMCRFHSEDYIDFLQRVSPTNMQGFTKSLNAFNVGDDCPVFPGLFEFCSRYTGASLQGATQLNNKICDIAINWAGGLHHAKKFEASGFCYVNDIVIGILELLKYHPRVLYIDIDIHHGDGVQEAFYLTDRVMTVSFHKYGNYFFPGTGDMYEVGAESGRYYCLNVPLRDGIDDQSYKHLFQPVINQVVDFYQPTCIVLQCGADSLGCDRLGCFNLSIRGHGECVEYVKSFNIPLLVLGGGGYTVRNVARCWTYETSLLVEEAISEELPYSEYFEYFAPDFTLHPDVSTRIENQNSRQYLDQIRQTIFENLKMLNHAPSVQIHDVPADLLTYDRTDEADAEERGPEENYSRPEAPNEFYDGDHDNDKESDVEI
# * hit, by the source's call; i = inactive; ? = inconclusive; · = not tested or not shown.
item	mol	HSP90 inh	PolyA inh	Platelet DG rel	HSF1 activator	HDAC3 inh	AI-2 QS mod	Dyrk1A ADPGlo	GSK3A inh	GSK3beta inhib	HSF1 inhib
1	CCO[C@@H]1OC(C(=O)O)=C[C@H](c2ccc(C(F)(F)F)cc2)[C@H]1CCCO	0	i	0	4	3	17	-8	-4	1	-3
2	COc1ccc([N+](=O)[O-])cc1NS(=O)(=O)c1ccc(C)cc1	4	i	13	-12	2	14	-1	1	-1	-6
3	CN(c1ccc(C(=O)NCCSCc2ccco2)cc1)S(C)(=O)=O	1	i	3	23	-1	2	2	-2	0	4
4	Cc1ccc(NC(=O)c2ccc(N3CCOCC3)c([N+](=O)[O-])c2)cc1S(=O)(=O)N1CCOCC1	3	i	-12	-6	16	30	-4	3	2	-14
5	Cc1ccccc1C(=O)NNC(=O)c1cccc([N+](=O)[O-])c1	0	i	4	5	-5	7	8	-1	-2	12
6	CCCCOC(=O)c1ccc(NC(=O)C(=O)NCc2ccccn2)cc1	-5	i	-5	-9	-11	30	6	-1	0	2
7	COC(=O)c1sccc1NC(=O)COc1cccc(C)c1	-1	i	-1	-5	-1	17	3	-1	-1	7
8	C/C(=N\Nc1ccc([N+](=O)[O-])cc1)c1ccc(-n2nncc2C(C)(C)C)cc1	0	i	4	3	7	7	-5	·	1	1
9	O=C(CSc1nc(=O)n(CCCN2CCOCC2)c2c1CCC2)Nc1ccc([N+](=O)[O-])cc1	·	i	3	25	1	-6	-7	-2	2	15
10	COc1ccc(N(CC(=O)N2CCN(Cc3ccccc3)CC2)S(C)(=O)=O)cc1OC	2	i	4	-25	-1	·	-1	-3	·	-7
11	CCc1ccc(C(=O)Nc2nc(C)cs2)s1	43*	i	-36	17	3	29	8	1	-4	-3
12	COc1ccc(-c2nn(-c3ccccc3)cc2CN(C)CCn2ccnc2C)c(F)c1	-3	i	-1	-5	1	7	5	3	0	1
13	COc1ccc(C(=O)n2cnnc2N)cc1	0	i	4	18	81*	4	12	-4	1	-3
14	CSc1nc(NCc2ccco2)c2ccccc2n1	6	i	9	-16	1	19	-2	0	1	2
15	O=[N+]([O-])/C=C/c1cn(Cc2ccc(Cl)cc2)c2ccccc12	6	i	-2	-6	2	-7	1	-3	1	6

# Another view of ten compounds above.
No. | HSP90 inh | PolyA inh | Platelet DG rel | HSF1 activator | HDAC3 inh | AI-2 QS mod | Dyrk1A ADPGlo | GSK3A inh | GSK3beta inhib | HSF1 inhib | SMILES
2 | 4 | i | 13 | -12 | 2 | 14 | -1 | 1 | -1 | -6 | COc1ccc([N+](=O)[O-])cc1NS(=O)(=O)c1ccc(C)cc1
3 | 1 | i | 3 | 23 | -1 | 2 | 2 | -2 | 0 | 4 | CN(c1ccc(C(=O)NCCSCc2ccco2)cc1)S(C)(=O)=O
4 | 3 | i | -12 | -6 | 16 | 30 | -4 | 3 | 2 | -14 | Cc1ccc(NC(=O)c2ccc(N3CCOCC3)c([N+](=O)[O-])c2)cc1S(=O)(=O)N1CCOCC1
5 | 0 | i | 4 | 5 | -5 | 7 | 8 | -1 | -2 | 12 | Cc1ccccc1C(=O)NNC(=O)c1cccc([N+](=O)[O-])c1
6 | -5 | i | -5 | -9 | -11 | 30 | 6 | -1 | 0 | 2 | CCCCOC(=O)c1ccc(NC(=O)C(=O)NCc2ccccn2)cc1
7 | -1 | i | -1 | -5 | -1 | 17 | 3 | -1 | -1 | 7 | COC(=O)c1sccc1NC(=O)COc1cccc(C)c1
8 | 0 | i | 4 | 3 | 7 | 7 | -5 | · | 1 | 1 | C/C(=N\Nc1ccc([N+](=O)[O-])cc1)c1ccc(-n2nncc2C(C)(C)C)cc1
9 | · | i | 3 | 25 | 1 | -6 | -7 | -2 | 2 | 15 | O=C(CSc1nc(=O)n(CCCN2CCOCC2)c2c1CCC2)Nc1ccc([N+](=O)[O-])cc1
10 | 2 | i | 4 | -25 | -1 | · | -1 | -3 | · | -7 | COc1ccc(N(CC(=O)N2CCN(Cc3ccccc3)CC2)S(C)(=O)=O)cc1OC
11 | 43* | i | -36 | 17 | 3 | 29 | 8 | 1 | -4 | -3 | CCc1ccc(C(=O)Nc2nc(C)cs2)s1

# Other structures follow.
item	mol	HSP90 inh	PolyA inh	Platelet DG rel	HSF1 activator	HDAC3 inh	AI-2 QS mod	Dyrk1A ADPGlo	GSK3A inh	GSK3beta inhib	HSF1 inhib
16	CN1CCN(C(=O)c2ccccc2NC(=O)c2ccccc2)CC1	-7	i	4	3	0	11	-5	-1	2	0
17	COCCn1c(SCC(=O)Nc2ccc(OC)c(S(N)(=O)=O)c2)nc2ccccc21	-1	i	5	-7	-2	6	8	5	-5	-1
18	O=C(c1ccco1)N1CCN(S(=O)(=O)c2c(Cl)cccc2Cl)CC1	-3	i	8	-18	-3	11	1	-3	0	-3
19	Clc1ccc(-c2nn3cnnc3s2)c(Cl)c1	0	i	3	16	4	-2	11	-1	-2	9
20	COc1ccc(NC(C)=O)cc1NC(=O)CSc1nnc(-c2cccnc2)n1C	-1	i	1	-8	-6	12	4	1	-4	-7
21	CCn1ncc(N2CCOCC2)c(Cl)c1=O	3	i	1	5	-2	14	-1	-3	2	-6
22	CCOc1ccccc1-n1c(SCC(=O)N(C(C)C)C(C)C)nnc1-c1cccnc1	3	i	-2	17	5	17	8	3	0	-2
23	CCn1nc(C)c(C2C(C#N)=C(N)Oc3n[nH]c(C)c32)c1C (centres undefined)	3	i	-9	9	-2	20	-6	2	0	8
24	COc1ccc(/C=c2\s/c(=C/C(=O)c3ccc(C)cc3)[nH]c2=O)cc1OC	4	i	-12	18	2	3	-4	0	-1	-3
25	CCc1c(C)nc(SCC(=O)NNC(=O)Cc2ccc(OC)cc2)[nH]c1=O	1	i	0	-2	·	12	-5	-2	-2	-5
26	O=C(O)Cn1nnnc1-c1ccc(F)cc1	0	i	31	-7	1	1	1	1	4	-1
27	O=S(=O)(c1ccc(Br)cc1)N1CCN=C1SCc1cccc(F)c1	4	i	-9	-7	8	9	0	3	-6	-10
28	CCOCCCNC(=O)C(Cc1ccccc1)NC(=O)c1ccco1 (centres undefined)	2	i	-3	1	4	18	-12	-1	1	-1
29	CC1CN(c2oc(-c3ccco3)nc2C#N)CC(C)O1 (centres undefined)	0	i	-1	-19	-25	-5	6	1	-2	-17
30	Cc1cccc2nc(-c3cccc(NC(=O)c4ccc(Cl)cc4)c3)cn12	0	i	6	11	0	2	55*	2	2	11
31	Cc1nn(-c2ccccc2)c(C)c1NC(=O)COC(=O)Cc1cccc(C(F)(F)F)c1	·	i	-4	-7	4	16	-4	-2	-2	-2
32	CCCn1c(=O)c(C(=O)NNS(=O)(=O)c2ccc(NC(=O)OC)cc2)c(O)c2ccccc21	-1	i	-23	0	4	22	-6	0	-2	-5
33	COc1ccc(N2CC(C(=O)Nc3ccc(N4CCOCC4)cc3)CC2=O)cc1 (centres undefined)	-4	i	0	-6	-1	29	-3	-1	3	-7
34	COC(=O)CCCC1=CC2=CC(=O)C(C)(OC(=O)c3cccs3)C(=O)C2=CN1CC1CC1 (centres undefined)	·	i	-2	-5	-1	57	36	0	1	-3
35	CC12CN3CC(C)(CN(C1)C3c1ccc(Cl)cc1)C2 (centres undefined)	-2	i	0	17	-1	0	·	-5	2	5
36	Cc1cc(C)n(C(=O)c2cccc(S(=O)(=O)N3CCCC3)c2)n1	4	i	-2	1	-1	12	8	0	5	0
37	COc1ccc(S(=O)(=O)Nc2ccncc2)c(C)c1C	-2	i	-4	60*	4	30	-7	-1	1	29
38	O=C(Nc1ccccc1)Nc1ccc(Oc2ncnc3cc(Cl)ccc23)nc1	1	i	-37	3	-4	·	·	-4	2	0
39	CCOc1ccc(Br)cc1S(=O)(=O)Nc1ccc(C(=O)OCC(=O)Nc2ccc(C#N)cc2)cc1	4	i	11	8	-2	25	11	-4	0	2
40	CCc1nc(SCC(=O)c2c[nH]c3ccccc23)n[nH]1	2	i	6	4	1	21	-2	-2	1	-2
41	O=C(COC(=O)C1CC(O)CN1S(=O)(=O)c1ccc(Cl)cc1)c1cccc(Cl)c1 (centres undefined)	0	i	7	-19	1	14	5	-1	3	-9
42	CCOc1ccc(C)cc1S(=O)(=O)n1nc(C)cc1C	2	i	-3	-9	-3	21	3	-1	2	6
43	COc1ccc(-n2c(Cn3nc(C(F)(F)F)cc3C)n[nH]c2=S)cc1	-3	i	-5	-16	5	8	-7	-3	3	2
44	COC(=O)C(Cc1ccccc1)NC(=O)CC(C)CC(=O)Nc1ccc(OC)cc1OC (centres undefined)	4	i	1	2	-2	10	·	1	-3	-3
45	c1ccc(CSc2nnc(-c3c[nH]c4ccccc34)o2)cc1	-2	i	-11	?	-8	-82*	6	-1	1	23
46	Cc1nc2c(-c3ccc(F)cc3)c(C)[nH]n2c(=O)c1Cl	0	i	?	9	-10	8	9	-3	1	2
47	O=C(CN1C(=O)NC(c2ccccc2)(c2ccccc2)C1=O)NCCNCCO	2	i	-3	11	4	4	11	-3	-2	-1
48	CCCSc1nsc(SCCC)c1C#N	1	i	-3	-6	1	5	-2	-1	-1	11
49	O=c1[nH]c(Cc2ccccc2Cl)nc2ccccc12	-4	i	-3	0	-2	43	3	1	1	4
50	Cc1ccc(Cl)cc1NC(=O)C1CC1c1ccccc1 (centres undefined)	-1	i	-2	-15	1	11	1	2	1	-1
51	CN(C)S(=O)(=O)N1CCCC(C(=O)c2ccc(-c3ccccc3)c(F)c2)C1 (centres undefined)	0	i	3	22	11	50	-5	0	1	9
52	COc1ccc(NS(=O)(=O)c2ccc(C)c(NC(=O)c3ccc(C)c(S(=O)(=O)N4CCOCC4)c3)c2)cc1	3	i	-3	15	0	7	5	3	0	4
53	O=C(NCc1cccnc1)c1ccc(NC(=O)c2cccc([N+](=O)[O-])c2)cc1	-4	i	-6	9	3	-8	3	0	0	0
54	O=C(COc1ccccc1)Nc1nnc(-c2ccc3c(c2)CCCC3)o1	-1	i	-7	9	-1	?	5	-1	0	7
55	COc1ccc(C(=O)Nc2ccc(Oc3nc(C)nc4sc(-c5ccccc5)cc34)cc2)cc1OC	-2	i	-3	35	-6	-3	-1	2	-2	1

# High-throughput results (PubChem)

# A portion of the library; the hit share may differ from the screen's.
